Tn7 DDE FP: disrupts Tn7 cyclic peptide binding to fibrin D-Dimer-E complex. FP displacement of FITC-Tn7 peptide from fibrin DD(E); 0% = median of compound wells per plate. inhibition, % at 8.3 µM. 370,000 tested, 0.13% active. AID 720508;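 active means inhibition above the mean of compounds falling within the control limits plus 3 SD of them, cut at about 14% in these data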;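 further: 0% = plate median of compound wells and 100% = 10 µM Aha-Tn7 peptide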
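Assay system: human fibrin DD(E). Input: DD(E) 2 µM final. Medium: Tris buffer with calcium and detergent, pH 7.8. Compound dosing: single point at 8.3 µM. Timing: 10 min plus 3 h, room temperature. Technique: fluorescence polarization of the labelled Tn7 tracer. Read-out: percent inhibition. Replicates: singlicate testing.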
HTRA1 inhibitor: inhibitors of human serine peptidase HTRA1; 340,000 tested, 0.5% active; inhibition, % at 5.96 µM; Q92743; recombinant HTRA1, FP-rhodamine activity-based probe, fluorescence polarization; AID 504803; in the data active means inhibition above about 36%;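 further: 0% = enzyme with DMSO and 100% = wells lacking enzyme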
Target sequence (Q92743 whole entry, looked up): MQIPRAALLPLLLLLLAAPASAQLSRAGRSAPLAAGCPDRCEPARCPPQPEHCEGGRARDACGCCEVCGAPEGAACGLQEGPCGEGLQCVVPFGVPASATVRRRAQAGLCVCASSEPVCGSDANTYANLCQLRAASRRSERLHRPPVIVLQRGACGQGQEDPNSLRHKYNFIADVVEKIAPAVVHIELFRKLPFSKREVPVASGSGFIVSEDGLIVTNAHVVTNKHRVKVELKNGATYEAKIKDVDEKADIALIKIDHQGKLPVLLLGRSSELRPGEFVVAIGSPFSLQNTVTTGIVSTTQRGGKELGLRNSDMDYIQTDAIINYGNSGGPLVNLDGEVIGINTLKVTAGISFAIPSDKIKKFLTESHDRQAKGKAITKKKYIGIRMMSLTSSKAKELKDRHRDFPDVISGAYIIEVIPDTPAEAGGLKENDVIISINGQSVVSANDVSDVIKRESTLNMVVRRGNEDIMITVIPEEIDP
LEDGF integ inh: blocks HIV-1 LEDGF/p75-dependent DNA integration; TR-FRET IN-LEDGF/p75 DNA integration, Eu/Cy5; inhibition, % at 3.7 µM; 370,000 tested, 0.64% active;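 active means inhibition above the screen-wide mean plus 3 SD, cut at about 13% in these data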;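 further: signal is the Cy5 over europium emission ratio at 671 and 618 nm; 0% = plate median of compound wells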
UHRF1 binding: human UHRF1 methylated DNA binding inhibitors; 370,000 tested, 0.75% active; Q96T88; AID 687016; UHRF1 binding to methylated oligo, TR-FRET; inhibition, % at 4.4 µM; in the data active means inhibition above about 21%;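 further: UHRF1 SRA domain binding a hemimethylated CpG hairpin DNA probe; 0% = median of test compound wells and 100% = reference inhibitor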
PRMT1 inh: blocks human protein arginine methyltransferase 1; inhibition, % at 2.79 µM; recombinant PRMT1, activity-based probe fluorescence polarization; AID 652257; 370,000 tested, 1.3% active; Q99873;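 active means inhibition above about 21% made by adding two undisclosed values, limit read from the data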
TCR CD3 inh: inhibitors of human TCR-CD3 interaction; inhibition, % at 9.4 µM; TAMRA-labeled TCR probe fluorescence, biochemical; 360,000 tested, 0.37% active; AID 651800; in the data active means inhibition above about 19%;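 further: recombinant mutant TCR 2C K166C tagged with TAMRA read by polarization; 0% = receptor in buffer alone and 100% = receptor with positive control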
PG9 binder: PG9 antibody binding by small molecule | TR-FRET gp120-PG9 antibody binding | inhibition, % at 6.7 µM | 360,000 tested, 0.43% active; in the data active means inhibition above about 8.5%
TDP2 inh: TDP2 (human) inhibition, absorbance primary screen; O95551; recombinant TDP2, T5PNP hydrolysis, p-nitrophenol absorbance 415 nm; inhibition, % at 12.8 µM; 370,000 tested, 0.34% active;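 active means inhibition above the mean of all tested compounds plus 3 SD, set per campaign, cut at about 25% in these data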;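 further: 0% = DMSO with enzyme and 100% = buffer with substrate but no TDP2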
Target sequence (O95551 whole entry, looked up): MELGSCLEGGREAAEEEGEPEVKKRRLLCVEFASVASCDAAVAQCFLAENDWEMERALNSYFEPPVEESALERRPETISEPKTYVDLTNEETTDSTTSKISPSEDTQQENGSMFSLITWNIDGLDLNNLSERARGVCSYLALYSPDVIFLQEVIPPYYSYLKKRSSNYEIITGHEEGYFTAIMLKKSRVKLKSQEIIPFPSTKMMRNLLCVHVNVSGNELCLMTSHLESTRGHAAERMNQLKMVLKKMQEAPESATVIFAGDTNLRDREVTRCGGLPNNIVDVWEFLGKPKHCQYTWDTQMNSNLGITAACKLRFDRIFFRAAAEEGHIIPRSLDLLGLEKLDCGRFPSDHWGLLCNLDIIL
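System – recombinant human TDP2 · Quantity – TDP2 enzyme at 120 nM final · Doses – single concentration, 12.8 µM nominal, with 1% DMSO · Incubation – 2 h at 37 °C · Measured by – epi absorbance of p-nitrophenol freed from T5PNP by hydrolysis · Read-out – % inhibition relative to enzyme-containing and enzyme-free wells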
ABHD4 inh: ABHD4 (mouse) inhibition, primary FP screen; Q8VD66; purified mABHD4, FP-Rh probe fluorescence polarization; inhibition, % at 8.92 µM; 370,000 tested, 0.54% active; AID 720543;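 active means inhibition exceeding the mean over every tested compound plus 3 SD, cut at about 30% in these data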;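 further: 0% = plate median of compound wells and 100% = S159A mutant with DMSO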
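Doses – 8.92 µM, single dose · Material – wild-type mouse ABHD4 protein · Replication – single well per compound (singlicate) · Measure – percent inhibition of probe binding, normalized to plate controls · Schedule – 45 min compound pre-incubation plus 60 min probe step, 25 °C · Detection – fluorescence polarization with parallel and perpendicular emission, 525/598 nm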
SIAE inh: inhibitors of human sialic acid acetylesterase SIAE. inhibition, % at 9.66 µM. Q9HAT2. SIAE FP-Rh probe binding, fluorescence polarization. 370,000 tested, 0.69% active. AID 1053197;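 active means inhibition above a cutoff: mean of compounds within the control limits plus 3 SD of those, cut at about 17% in these data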;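 further: 0% = plate median of compound wells and 100% = probe without SIAE protein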
* = called active by the depositor; / = no result given.

No.	Structure	Tn7 DDE FP	HTRA1 inhibitor	LEDGF integ inh	UHRF1 binding	PRMT1 inh	TCR CD3 inh	PG9 binder	TDP2 inh	ABHD4 inh	SIAE inh
1	COCCn1c2nc(=O)n(-c3ccccc3)c(=O)c-2nc2ccccc21	51*	4	0	-5	115*	7	-4.0	6	5	3
2	CC(C)COP(=O)(OCC(C)C)C(O)c1ccc(F)cc1 (centres undefined)	-5	-35	3	2	-4	2	-3.0	-24	-7	-7
3	O=C1NC[C@@H](CCCCN2CCN(CCc3ccccc3)C(=O)C2=O)N(CCc2ccc(O)cc2)C1=O	-1	/	-1	5	0	2	-0.9	2	1	1
4	Cc1ccc(S(=O)(=O)N2CCC(C(=O)N3CCC[C@H]3C(=O)NCC(C)C)CC2)cc1	3	4	2	-2	-2	8	0.2	2	5	10
5	O=C(NCCc1ccccc1)O[C@H]1CC[C@@]23CCCN2C(=O)CCC[C@H]3C1	5	/	-3	1	-1	/	/	0	3	-2
6	CC(C)CCn1c(NCCN(C)C)nc2c1c(=O)[nH]c(=O)n2C	6	-1	-1	7	-1	2	1.2	2	1	0
7	CN(C)CCCN(C(=O)c1cc(-c2cccs2)nc2ccccc12)c1nc2ccc(F)cc2s1	0	-31	0	-2	1	3	-0.2	10	11	7
8	Cc1csc2nc(COC(=O)c3ccc(Cl)c([N+](=O)[O-])c3)cc(=O)n12	2	7	-3	0	1	-4	-0.7	-5	6	3
9	O/N=C/c1cccnc1Sc1ccccc1	-3	-11	-2	1	-2	1	-1.0	-6	-2	3
10	Cc1ccccc1C(=O)O/N=C(\N)c1cccc([N+](=O)[O-])c1	-4	-1	-2	1	-2	11	1.3	-4	0	-4
11	Clc1ccc(-c2nn3c(-c4ccccc4)nnc3s2)cc1	-4	-1	-1	-3	-1	4	3.1	-2	-7	-2
12	CCCOc1cccc(C2/C(=C(/O)c3ccc(F)cc3)C(=O)C(=O)N2CCN(C)C)c1 (centres undefined)	-12	2	0	-2	4	-3	-0.5	11	-3	3
13	COc1ccc(C(=O)NC2CC2)cc1OC1CCN(C/C=C/c2ccccc2)CC1	-2	-3	1	-2	-7	-2	-0.6	-2	-6	2
14	N#C/C(=C/c1ccccc1OCc1ccc(F)cc1)c1ccc(C(=O)O)cc1	-3	-47	5	-2	4	9	0.5	-4	-10	-1
15	O=C(CCl)NC(Cc1ccccc1)C(=O)OCC(=O)c1ccc(-c2ccccc2)cc1 (centres undefined)	1	-5	-2	-1	0	3	5.4	-10	-6	-1
16	O=C1NC(=O)C2(COC(c3ccncc3)OC2)S1 (centres undefined)	-5	5	1	-3	1	4	-2.0	4	6	3
17	CN(C)S(=O)(=O)c1ccc(C(=O)NC(=O)CSc2ccccc2)cc1	7	1	8	-3	2	5	-1.7	-2	-5	-1
18	Cc1cc(COc2ccccc2)oc1C(=O)O	0	-1	-1	1	0	6	-2.3	-7	-1	-4
19	Cc1cccc(NC(=S)N2CCN(c3ccccc3F)CC2)c1C	-1	-6	1	0	-3	7	-1.1	6	-3	4
20	O=C(C1CCC1)N(CCc1ccccc1)Cc1nc2ccccc2c(=O)[nH]1	-1	-2	-1	12	0	6	-1.8	-8	-3	-3
21	CC/C=C/C(=O)N1CC2(CC(c3cccc(NC(=O)CCCCC)c3)=NO2)C[C@H]1C(N)=O (some centres undefined)	-3	-6	0	4	6	-7	0.3	-12	-12	-4
22	Cc1cc2c(cc1C)N[C@]1(C[C@H]3CCCC(=O)N4CC[C@@H](C1)[C@@H]34)C(=NC(C)(C)CC(C)(C)C)N2	1	16	-2	-1	1	2	2.2	0	12	10
23	O=C1CC(=O)N(CCc2ccccc2)C(=O)N1CCc1ccccc1	1	-31	3	0	9	-5	-1.2	-13	-11	-3
24	Cn1cc(C(=O)N2CCCCCC2)c(=O)c2cc(S(=O)(=O)N3CCCCC3)ccc21	0	-2	2	-2	-2	2	1.6	7	-1	-2
25	O=C(CSc1nccn1-c1cccc(Cl)c1)NO	-4	8	-8	3	4	3	-0.8	-15	10	9
26	Cc1cc(C(=O)CSc2ccccc2)cc(C)c1O	-1	-5	-3	-1	-5	-5	-2.1	1	-11	3
27	CCOCCCN(C(=O)c1snc(C(N)=O)c1N)C(C(=O)NC1CCCC1)c1ccc(F)cc1 (centres undefined)	2	-2	3	2	0	-2	-2.1	-5	-3	1
28	CCOc1ccc(NC(=O)CCC(=O)c2ccc(OC)cc2)cc1	-3	-4	6	9	7	-14	-1.2	-2	-11	-5
29	COc1cc(S(=O)(=O)N2CCOCC2)ccc1NC(=O)COC(=O)c1ccc(Cl)nc1	2	-1	0	2	-1	4	-0.8	6	2	-1
30	C/C(=N/NC(=O)OC(C)(C)C)c1ccco1	10	-1	2	-2	-2	-2	2.0	13	5	11

Part of the list above in order of number of heavy atoms, largest number first:
No.	Structure	Tn7 DDE FP	HTRA1 inhibitor	LEDGF integ inh	UHRF1 binding	PRMT1 inh	TCR CD3 inh	PG9 binder	TDP2 inh	ABHD4 inh	SIAE inh
22	Cc1cc2c(cc1C)N[C@]1(C[C@H]3CCCC(=O)N4CC[C@@H](C1)[C@@H]34)C(=NC(C)(C)CC(C)(C)C)N2	1	16	-2	-1	1	2	2.2	0	12	10
12	CCCOc1cccc(C2/C(=C(/O)c3ccc(F)cc3)C(=O)C(=O)N2CCN(C)C)c1 (centres undefined)	-12	2	0	-2	4	-3	-0.5	11	-3	3
4	Cc1ccc(S(=O)(=O)N2CCC(C(=O)N3CCC[C@H]3C(=O)NCC(C)C)CC2)cc1	3	4	2	-2	-2	8	0.2	2	5	10

Other compounds follow.
No.	Structure	Tn7 DDE FP	HTRA1 inhibitor	LEDGF integ inh	UHRF1 binding	PRMT1 inh	TCR CD3 inh	PG9 binder	TDP2 inh	ABHD4 inh	SIAE inh
31	Cc1ccc(C(=O)Nc2cccc(-c3ccc(N4CCOCC4)nn3)c2)cc1	-8	-13	4	0	-2	4	-1.1	-8	-7	-24
32	CCOc1ccc(C(=O)OCCN(C)C)cc1	5	2	-4	1	3	-8	0.3	0	3	-3
33	C[C@@H]1CCCCO[C@H](CN(C)Cc2ccc3c(c2)OCO3)[C@@H](C)CN([C@H](C)CO)C(=O)c2cc(NC(=O)c3ccccc3)ccc2O1	-5	-15	0	0	0	-1	0.8	-1	7	3
34	O=C(CCNS(=O)(=O)c1ccccc1C(F)(F)F)N1CCCCCCC1	-6	-2	-6	-2	4	-6	-0.2	15	12	4
35	CCOC(=O)c1ccc(CSc2ncn[nH]2)o1	11	-4	-2	0	4	-8	0.2	-6	0	0
36	Cc1nc(NS(=O)(=O)c2ccccc2C)c2c3c(sc2n1)CCC3	0	/	0	-3	-1	4	0.2	1	-10	0
37	Cc1ccc(C(=O)COc2ccccc2N2C(=O)c3ccccc3C2=O)cc1	1	-1	2	-3	-2	6	-2.1	8	-7	5
38	O=C(NC1CCCCC1)NS(=O)(=O)c1ccc2c(c1)CCC2	3	5	2	3	2	-10	1.8	-10	1	-4
39	CC1C=CCC2C(=O)N(c3ccc(OC(=O)c4ccco4)cc3)C(=O)C12 (centres undefined)	-3	-1	1	-1	0	4	-0.2	9	2	6
40	NS(=O)(=O)c1cccc(NC(=O)CCS(=O)(=O)c2ccc(Cl)cc2)c1	-6	6	3	4	0	-3	0.2	-9	-1	-8
41	Oc1ccc(C[C@@H]2CNCCN2CC2CCCCC2)cc1	-3	-5	2	3	2	0	0.7	-8	12	3
42	C=C(C)C(=O)N1CC2(CC(c3cccc(NC(=O)/C(C)=C\C)c3)=NO2)C[C@H]1C(N)=O (some centres undefined)	9	0	-1	-1	0	1	0.0	-7	7	-2
43	COCCNC(=O)c1ccc(C(=O)C(=O)c2ccccc2)cc1	-5	-5	-3	5	-1	-1	-0.8	-3	2	-4
44	COCCn1c(=N)c(S(=O)(=O)c2ccc(Br)cc2)cc2c(=O)n3ccccc3nc21	-4	0	0	-1	2	-5	-1.1	10	1	8
45	Cc1cc(C(=O)Nc2ccc(CC(=O)O)cc2)c(C)o1	-9	1	1	2	5	5	0.0	-2	2	2
46	Cc1ccc(C(C(=O)NC2CCCCC2)N(C(=O)c2csnn2)c2ccccc2F)o1 (centres undefined)	2	5	-6	0	0	7	-2.1	-8	2	2
47	CCc1ccc(OC(C)c2nnc(SCC(=O)Nc3ncccc3C)n2C)cc1 (centres undefined)	3	-13	1	2	2	3	-0.3	3	-7	7
48	O=C(NCc1cccs1)c1cccnc1Cl	-5	-1	1	0	-1	1	-0.8	-4	-1	-3
49	CCCCCCNCc1ccc(Br)cc1	8	-4	-3	-2	-1	1	-0.5	5	5	0
50	CCCOc1ccc(OCCSc2ncccn2)cc1	3	3	1	0	0	11	-1.0	-1	-5	-2
51	CCOC(=O)c1cnc(SSc2ncc(C(=O)OCC)c(N)n2)nc1N	-2	4	-8	0	21	-7	0.5	-13	0	-2
52	CC(C)C(NC(=O)c1ccco1)C(=O)OCC(=O)c1ccccc1 (centres undefined)	0	-3	3	-1	-3	4	-3.1	1	5	4
53	COc1ccc(C(=O)c2ccccc2Cl)cc1	1	-6	-3	1	0	4	0.0	0	0	5
54	O=C(CCl)NC1(C(F)(F)F)C(=O)Nc2c1c(=O)[nH]c(=O)n2-c1ccccc1 (centres undefined)	9	9	5	9	-4	-10	-1.0	-12	-4	0
55	CCN(CC(=O)NCc1ccc(Cl)cc1)C(=O)c1oc2ccccc2c1C	0	-3	0	-1	0	-1	1.6	-3	-12	5
56	Cc1cc(OCC(=O)Nc2ccc3oc(=O)ccc3c2)ccc1Cl	0	2	-8	1	1	-7	-0.9	-14	-2	7
57	COc1ccc2nc(N3CCCC(C(=O)NCCCN4C(C)CCCC4C)C3)sc2c1 (centres undefined)	-3	7	-2	-1	-2	7	-1.4	-11	1	-1
58	Nc1ccc2nc(-c3ccc(Cl)cc3)[nH]c2c1	4	33	-4	-3	-3	-1	0.9	-1	15	54*
59	CCN(Cc1nc2cc(Cl)ccc2c(=O)[nH]1)C(=O)c1cccc(NC(=O)c2cccs2)c1	1	-50	9	0	-1	0	-2.8	-4	-19	0
60	Cc1ccc([C@H]2C[C@H](n3cc(C4CC4)nn3)[C@@H](O)CN2CC2CCCCC2)cc1	-3	-32	2	-1	2	-3	-0.8	-6	-3	1
61	C=CCn1c(SCc2c(C)noc2C)nc2cc(C(=O)O)ccc2c1=O	-7	4	-1	3	1	-1	-4.5	0	-1	3
62	CCCCCCC(=O)Nc1ccc(S(=O)(=O)Nc2onc(C)c2C)cc1	-10	-4	-3	4	6	-6	-1.4	-15	4	3
63	N#Cc1ccc(Oc2ccc(/C=N/O)cn2)cc1	4	-2	2	0	0	-1	-0.3	6	3	11
64	COc1ccc(S(=O)(=O)Nc2ccccc2C(=O)N2CCCC2)cc1C	-5	1	-2	3	-2	0	0.8	-10	0	-2
65	COc1ccc(CN(CC(=O)NCCc2ccccc2)C(=O)CCC(=O)Nc2cc(C)ccn2)cc1	3	1	-4	0	6	-3	0.1	11	3	-3

Bioassay records: PubChem BioAssay, The Scripps Research Institute Molecular Screening Center
